Screening results from PubChem BioAssay.
Pol eta inh – DNA polymerase eta (human) inhibition. Potency, µM (top dose mostly 114 µM), inactives show at the highest dose activity change, negative = inhibition, actives largely listed as inhibitors. recombinant Pol eta, fluorescent DNA replication assay. 390,000 compounds, 1.2% hits. Q9Y253. AID 588591; further: on the % scale 0 is the no-effect control and ±100 the full control effect
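Pol eta (10 nM) was preincubated with compounds for 15 min at room temperature, after which fluorescent replication substrate (50 nM final) was added to start the reaction. Fluorescence was read kinetically at 0 and 10 min.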
Apoferritin bind – binds horse apoferritin like a general anesthetic | apoferritin/1-aminoanthracene competitive binding, fluorescence | 350,000 compounds, 0.074% hits | AID 485281 | Potency, µM (doses to about 77.5 µM), for inactives: at the top dose activity change, negative = displacement, hits mostly inhibitors; further: on the % scale 0 is the no-effect control and ±100 the full control effect; nearly all actives have a fitted effect of over 20% in size
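Steps: apoferritin (10 uM) was premixed with half-saturated 1-AMA in PBS, compounds were pin-transferred, plates stood 10 min at room temperature, fluorescence was read at 380/535 nm, and curves were fitted with a Hill equation.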
G9a block – G9a (human) methyltransferase inhibition; Q96KQ7; G9a H3K9 monomethylation, AlphaScreen, 2 h; Potency, µM (highest dose often 102 µM), inactives show at the top dose activity, negative = inhibition, actives largely listed as inhibitors; 350,000 compounds, 8.8% hits; AID 504332; further: on the % scale 0 is the no-effect control and ±100 the full control effect; nearly all actives have a fitted effect of over 75% in size
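Step 1: enzyme (final 20 nM) with compound, 15 min RT. Step 2: substrate peptide 500 nM and SAM 20 uM, 2 h RT. Step 3: anti-H3K9me1 antibody and AlphaScreen beads, 10 min, then plate read.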
BLM helicase inh – inhibitors of human Bloom syndrome helicase BLM; recombinant BLM DNA unwinding, fluorescence dequenching; Potency, µM (doses to about 56.1 µM), without a hit: at the highest dose activity change, negative = inhibition, hits mostly inhibitors; 350,000 compounds, 0.2% hits;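 further: plate controls were vehicle for no effect and no enzyme for full effect; nearly all actives have a fitted effect of over 35% in size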
Target sequence (P54132 whole entry, looked up): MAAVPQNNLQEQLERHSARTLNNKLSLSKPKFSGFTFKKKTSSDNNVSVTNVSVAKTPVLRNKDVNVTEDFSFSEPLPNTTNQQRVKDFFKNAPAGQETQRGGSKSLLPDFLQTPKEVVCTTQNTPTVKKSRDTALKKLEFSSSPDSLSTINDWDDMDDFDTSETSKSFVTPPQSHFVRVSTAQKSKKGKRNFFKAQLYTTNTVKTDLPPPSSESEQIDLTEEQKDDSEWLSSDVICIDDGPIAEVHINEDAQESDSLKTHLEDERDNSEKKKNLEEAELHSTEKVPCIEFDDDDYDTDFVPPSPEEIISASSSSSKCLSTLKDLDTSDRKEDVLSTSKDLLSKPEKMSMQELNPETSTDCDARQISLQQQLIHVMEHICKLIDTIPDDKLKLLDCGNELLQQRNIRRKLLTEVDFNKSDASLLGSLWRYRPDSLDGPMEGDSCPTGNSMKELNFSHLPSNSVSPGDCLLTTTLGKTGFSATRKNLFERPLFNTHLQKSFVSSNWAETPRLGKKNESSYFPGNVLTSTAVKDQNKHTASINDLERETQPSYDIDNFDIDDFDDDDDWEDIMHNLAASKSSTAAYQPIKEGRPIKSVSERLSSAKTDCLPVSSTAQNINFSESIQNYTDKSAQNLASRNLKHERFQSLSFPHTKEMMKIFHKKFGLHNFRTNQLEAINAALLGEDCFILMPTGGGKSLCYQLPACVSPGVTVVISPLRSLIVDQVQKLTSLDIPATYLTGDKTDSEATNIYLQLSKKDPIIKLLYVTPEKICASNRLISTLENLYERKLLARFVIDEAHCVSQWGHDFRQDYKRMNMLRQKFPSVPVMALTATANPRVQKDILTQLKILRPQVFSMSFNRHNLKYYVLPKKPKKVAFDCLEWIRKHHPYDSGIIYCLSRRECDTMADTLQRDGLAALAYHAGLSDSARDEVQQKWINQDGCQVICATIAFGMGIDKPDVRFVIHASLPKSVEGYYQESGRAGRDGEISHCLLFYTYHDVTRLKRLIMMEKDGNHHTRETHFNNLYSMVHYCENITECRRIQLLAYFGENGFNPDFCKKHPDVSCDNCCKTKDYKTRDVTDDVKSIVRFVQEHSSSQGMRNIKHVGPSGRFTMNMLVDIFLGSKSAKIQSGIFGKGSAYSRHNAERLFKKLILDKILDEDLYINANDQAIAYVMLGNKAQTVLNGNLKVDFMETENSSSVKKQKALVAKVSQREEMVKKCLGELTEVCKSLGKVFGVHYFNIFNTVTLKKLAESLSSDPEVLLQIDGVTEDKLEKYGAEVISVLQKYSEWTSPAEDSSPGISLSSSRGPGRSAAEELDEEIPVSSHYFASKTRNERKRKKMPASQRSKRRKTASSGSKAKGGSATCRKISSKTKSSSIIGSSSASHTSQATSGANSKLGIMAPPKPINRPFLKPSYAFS
BAZ2B inh – blocks human BAZ2B | AlphaScreen BAZ2B-H3K14Ac peptide displacement | 360,000 compounds, 4.4% hits | Potency, µM (series often up to 114 µM), without a hit: at the highest dose activity change, negative = inhibition, most hits filed as inhibitors | AID 504333; further: on the % scale 0 is the no-effect control and ±100 the full control effect; nearly all actives have a fitted effect of over 60% in size
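AlphaScreen luminescence quantifies BAZ2B engagement of H3K14Ac peptide; the protein and biotinylated peptide are both at 50 nM final, buffer PBS pH 7.4 with 0.01% Tween-20, all steps at room temperature.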
POLB inh – DNA polymerase beta (human) inhibition. P06746. AID 485314. 340,000 compounds, 1.3% hits. Pol beta primer extension/strand displacement, fluorescence kinetic. Potency, µM (series often up to 114 µM), inactives show top-dose activity change, negative = inhibition, usual class: inhibitors; further: on the % scale 0 is the no-effect control and ±100 the full control effect
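Kinetic readout of DNA synthesis with strand displacement by Pol beta. Compound and 10 nM enzyme sit 15 min at room temperature; 50 nM substrate starts the reaction, read immediately and at 10 min.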
APEX1 inh – blocks human APE1 abasic DNA cleavage; Potency, µM (highest dose often 65.8 µM), for the others: at the highest dose activity change, negative = inhibition, usual class: inhibitors; AID 2517; recombinant APE1, TAMRA/BHQ-2 abasic DNA cleavage fluorescence; P27695; 350,000 compounds, 0.35% hits;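 further: plate controls were vehicle for no effect and reference inhibitor for full effect; nearly all actives have a fitted effect of over 55% in size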
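APE1 at 0.75 nM preincubated 15 min at room temperature with compound. Reaction then started with 50 nM double-stranded THF-abasic substrate labelled with TAMRA/BHQ-2, and 525/598 nm fluorescence read kinetically. Activity taken as third-minus-first read difference, normalized to DMSO and NSC13755 controls.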
Pol iota inh – blocks human DNA polymerase iota activity | Pol iota fluorescent replication assay, 10 min | 390,000 compounds, 1% hits | Q9UNA4 | Potency, µM (titrated, usually from 115 µM), for inactives: at the highest dose activity, negative = inhibition, actives largely listed as inhibitors
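Pol iota at 10 nM preincubated 15 min with compounds at room temperature; reaction started with fluorescent substrate, 50 nM final. Fluorescence read kinetically at 0 and 10 min; buffer-only wells as negative control.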
POLK inh – inhibitors of human DNA polymerase kappa; Q9UBT6; purified Pol kappa, fluorescent DNA synthesis assay, 10 min; Potency, µM (top dose mostly 107 µM), without a hit: top-dose activity, negative = inhibition, most hits filed as inhibitors; 400,000 compounds, 0.53% hits; further: on the % scale 0 is the no-effect control and ±100 the full control effect
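10 nM Pol kappa preincubated 15 min at room temperature with compounds, then reaction started with substrate at 50 nM final. Fluorescence read kinetically at 0 and 10 min; buffer-only wells served as negative control.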
Numbers without * were called inactive; ? = inconclusive; . = no result given; & = joins results of further samples; [ ] = remark or other dose. The call rests on the fitted dose curve; in most records, active means well fitted curve in the direction sought with a large enough effect; inconclusive means small, poorly fitted or top-dose-only effect, or another doubt; inactive means no such curve, though single readings can be large; an effect the other way counts as inactive or inconclusive. Potency means the concentration at half of the fitted maximal effect.

SMILES	Pol eta inh	Apoferritin bind	G9a block	BLM helicase inh	BAZ2B inh	POLB inh	APEX1 inh	Pol iota inh	POLK inh
CCCN(CCC)CCNC(=O)C1CCN(c2nc3ccc(CC)cc3s2)CC1	-14%	-16%	-30%[59 µM]	1%	-7%	-2%	.	8%	-1%
Cc1ccc(C(=O)C2OC(=O)C(C)(C)C(=O)C2(C)C)cc1 (stereo unspecified)	-17%	6.3µM*	30%[59 µM]	-4%	10%	8%	-1%	13%	-13%
O=C(NCc1ccccc1)C(c1ccccc1F)N(C(=O)c1csnn1)C1CCCC1 (stereo unspecified)	-13%	-1%	0%	-6%	0%	6%	19%	4%	-9%
Cc1ccc(S(=O)(=O)N(C)C)cc1NC(=O)c1ccccc1SCC(=O)N1CCCC1	-15%	.	-3%[12.7 µM]	.	8%	.	7%	41%[activator]	0%
CCOc1ccc(NC(=S)N(CCOC)C(C)c2cccnc2)cc1 (stereo unspecified)	5%	-9%	-4%	-3%	12%	7%	-6%	-9%	-8%
CCC1C(=O)N=C(SCC(=O)Nc2ccc(S(N)(=O)=O)cc2)NC1=O (stereo unspecified)	-5%	-3%	7%	0%	-17%	-16%	0%	-18%	-6%
Cc1cc(C)cc(NC(=O)c2cc(C)nc3ccccc23)c1	-11%	23%	16%	-1%	-5%	23%	52%[activator]	88%[activator]	-6%
COc1ccc(C(=O)N/C(=C\c2cn(C)c3ccccc23)C(=O)OCCN(C)C)cc1	-12%	2%	?	-10%	-6%	5%	1%	157%[activator]	8%
O=C(Nc1ccccc1)C(=O)c1c[nH]c2ccccc12	-25%	0%	32%	-3%	-23%	2%	42%	119%[activator]	-8%
CCOC(=O)/C=C1\SCC(=O)N1CC(=O)Nc1cccc(F)c1	-13%	-7%	-1%	-4%	-19%	9%	8%	132%[activator]	-5%
CCOc1ccc2nc(NC(=S)NCc3ccccc3)sc2c1	-10%	228%[activator]	7.1µM*	-3%	0%	-2%	-1%	22%	-4%
CCOC(=O)c1c(C)n(C)c2ccc(OCC(O)CN(CC)CC)cc12 (stereo unspecified)	-2%	-9%	?	47%[activator]	-8%	41%	18%	?	-3%
COc1ccc(S(=O)(=O)N2CCOCC2)cc1NC(=O)CSc1nc(C)c(C)c(C)n1	-17%	.	.	.	.	.	-5%	?	-1%
COCc1cc(C)nc(SCc2nc3ccccc3c(=O)[nH]2)c1C#N	-5%	0%	-3%	-11%	8%	-29%	-1%	?	-9%
O=C(NC1=NCCS1)c1ccc2c(c1)C(=O)N(Cc1ccco1)C2=O	-16%	?	-12%[12.7 µM]	-10%	-35%	-26%	0%	?	-8%

Some of the entries so far, bar-delimited:
SMILES | Pol eta inh | Apoferritin bind | G9a block | BLM helicase inh | BAZ2B inh | POLB inh | APEX1 inh | Pol iota inh | POLK inh
CCCN(CCC)CCNC(=O)C1CCN(c2nc3ccc(CC)cc3s2)CC1 | -14% | -16% | -30%[59 µM] | 1% | -7% | -2% | . | 8% | -1%
Cc1ccc(C(=O)C2OC(=O)C(C)(C)C(=O)C2(C)C)cc1 (stereo unspecified) | -17% | 6.3µM* | 30%[59 µM] | -4% | 10% | 8% | -1% | 13% | -13%
O=C(NCc1ccccc1)C(c1ccccc1F)N(C(=O)c1csnn1)C1CCCC1 (stereo unspecified) | -13% | -1% | 0% | -6% | 0% | 6% | 19% | 4% | -9%
Cc1ccc(S(=O)(=O)N(C)C)cc1NC(=O)c1ccccc1SCC(=O)N1CCCC1 | -15% | . | -3%[12.7 µM] | . | 8% | . | 7% | 41%[activator] | 0%
CCOc1ccc(NC(=S)N(CCOC)C(C)c2cccnc2)cc1 (stereo unspecified) | 5% | -9% | -4% | -3% | 12% | 7% | -6% | -9% | -8%
CCC1C(=O)N=C(SCC(=O)Nc2ccc(S(N)(=O)=O)cc2)NC1=O (stereo unspecified) | -5% | -3% | 7% | 0% | -17% | -16% | 0% | -18% | -6%
Cc1cc(C)cc(NC(=O)c2cc(C)nc3ccccc23)c1 | -11% | 23% | 16% | -1% | -5% | 23% | 52%[activator] | 88%[activator] | -6%
COc1ccc(C(=O)N/C(=C\c2cn(C)c3ccccc23)C(=O)OCCN(C)C)cc1 | -12% | 2% | ? | -10% | -6% | 5% | 1% | 157%[activator] | 8%
O=C(Nc1ccccc1)C(=O)c1c[nH]c2ccccc12 | -25% | 0% | 32% | -3% | -23% | 2% | 42% | 119%[activator] | -8%
CCOC(=O)/C=C1\SCC(=O)N1CC(=O)Nc1cccc(F)c1 | -13% | -7% | -1% | -4% | -19% | 9% | 8% | 132%[activator] | -5%
CCOc1ccc2nc(NC(=S)NCc3ccccc3)sc2c1 | -10% | 228%[activator] | 7.1µM* | -3% | 0% | -2% | -1% | 22% | -4%
CCOC(=O)c1c(C)n(C)c2ccc(OCC(O)CN(CC)CC)cc12 (stereo unspecified) | -2% | -9% | ? | 47%[activator] | -8% | 41% | 18% | ? | -3%

(list continues)
SMILES	Pol eta inh	Apoferritin bind	G9a block	BLM helicase inh	BAZ2B inh	POLB inh	APEX1 inh	Pol iota inh	POLK inh
Cc1cc(O)c(C(C)C)cc1N=Cc1ccccc1O	-7%	-3%	5.6µM*	0%	?	24%	-1%	20µM*	-12%
COc1cccc(C2=NN(C(C)=O)C(c3cn(-c4ccccc4)nc3-c3cccs3)C2)c1 (stereo unspecified)	0%	-1%	17%[59 µM]	-2%	-8%	25%	.	28%	12%
Cc1cccc(OCC(=O)NC2CCCC2)c1	-5%	5%	6%	0%	-11%	57%	6%	65%[activator]	5%
O=C(Nc1ccccc1F)c1ccc(Cn2nc(N3CCN(c4ccccc4)CC3)ccc2=O)o1	-7%	-12%	?	-3%	32µM*	-20%	.	18%	-10%
COc1ccc(C(=O)C[n+]2cc(-c3ccc(OC)cc3)n3c2CCCC3)cc1	-16%&-10%	-9%&-10%	8%&-28%	4%&-6%	-6%&-3%	68%&0%	12%&-11%	22%&-5%	-1%&-9%
Clc1ccc(-n2ncc3c(NCc4ccco4)ncnc32)cc1	15%	-6%	-44%[0.0925 µM]	-14%	-1%	-5%	3%	-1%	-16%
COC(=O)C1=C(N)n2c(s/c(=C\c3cccnc3)c2=O)=C(C(=O)OC)C1c1cccnc1 (stereo unspecified)	.	-7%	-18%[59 µM]	1%	-1%	23%	-1%	.	.
CC(=O)Nc1ccc(NC(=O)COC(=O)c2c(-c3ccccc3)noc2C)cc1	-15%	.	-7%[12.7 µM]	.	-1%	.	43%[activator]	-5%	1%
CCOc1ccc(CN2CCNC(=O)C2CC(=O)NCCCC2CCCC2)cc1 (stereo unspecified)	-24%	32µM*	?	-4%	-22%	-3%	24%	10%	-11%
CCN(CC)c1ncc(C)c(=O)[nH]1	-5%	7%	11%[59 µM]	-1%	0%	-8%	-5%	-3%	-8%
N#Cc1c(NC(=O)CSC2=NCCS2)sc2c1CCCC2	-12%	-15%	-1%[59 µM]	-14%	-3%	0%	11%	-6%	-10%
COc1ccc(C(C(=O)NCC2CCCO2)N(C(=O)CNC(=O)c2ccco2)c2ccc(C)c(C)c2)cc1OC (stereo unspecified)	-18%	-10%	-3%	-3%	-3%	17%	-4%	232%[activator]	-8%
C=C(C)CSc1nc(N)c2c3c(sc2n1)CCC3	-3%	-5%	-17%	-2%	0%	1%	3%	27%	-7%
CCC1(c2ccccc2)NC(=O)N(CC(=O)Nc2ccccc2C(=O)NC2CC2)C1=O (stereo unspecified)	-23%	.	50µM*	.	4%	.	9%	33%[activator]	-17%
NC[C@H](Cc1ccccc1)NCCc1cc(C(F)(F)F)cc(C(F)(F)F)c1	-15%	.	.	.	.	.	-1%	-12%	-10%
Cc1cc(NC(=O)CS(=O)(=O)c2cn(Cc3ccc(F)cc3)c3ccccc23)no1	-7%	-18%	-10%	-2%	4%	3%	-4%	-8%	-23%
CN1CCC(NC(=O)CCc2ccccc2)CC1	-19%	-11%	.	-6%	6%	9%	7%	81%[activator]	-8%
O=S(=O)(N1CCCCCC1)N1CCNCC1	-13%	-2%	-15%	-6%	-3%	4%	26%	116%[activator]	-11%
Cc1ccc2nsnc2c1S(=O)(=O)N1CCN(CCc2ccccc2)CC1	-11%	-9%	-6%[59 µM]	-3%	-36%	-3%	-3%	4%	-7%
Cc1cnc(C(=O)OCC(=O)NC(C)C)cn1	-7%	-7%	22%	-4%	-4%[57.1 µM]	-1%	1%	-12%	-3%
Cc1ccc(-n2c(C)cc(/C=N/NC(=O)c3ccncc3)c2C)cc1	-24%	-15%	?	-4%	?	-2%	3%	1%[58.9 µM]	-6%
CC(=O)N1N=C(c2ccc(C)cc2)CC1c1ccc2c(c1)OCO2 (stereo unspecified)	-20%	-5%	-22%	-3%	-18%	7%	0%	-21%[58.9 µM]	-3%
O=C(NCc1ccccc1)c1ccc(C2SCC(=O)N2Cc2ccccc2)cc1 (stereo unspecified)	-20%	-18%	-14%[59 µM]	2%	-2%	3%	1%	-8%	-5%
CCC/C=C(\CCC)C(NC(=O)OCC(C)C)c1ccc(C(=O)OC)cc1 (stereo unspecified)	-24%	-4%&-10%	?	-11%&-13%	18%	1%	?	16%	-3%
COc1cccc(N2C(=O)CC(NNC(=O)c3cccs3)C2=O)c1 (stereo unspecified)	-17%	-17%	?	-2%	-16%	2%	-5%	103%[activator]	0%
COc1ccc(Cl)cc1-c1nc(SCC(=O)NC2CC2)n[nH]1	-21%	0%	-40%	2%	-14%	5%	-14%	78%[activator]	1%
CC1Sc2ccc(S(=O)(=O)CCC(=O)NC3CCCCC3C)cc2NC1=O (stereo unspecified)	1%	-14%	.	0%	0%	45%	-14%	-8%	-8%
COc1ccc2c(=O)cc(CO)oc2c1	-5%	.	.	.	.	.	8%	19%	10%
O=[N+]([O-])c1cc(-c2nc(-c3ccccc3)no2)ccc1N1CCCCC1	-14%	-19%	-48%[59 µM]	-2%	5%	2%	.	28%	4%
O=C(Nc1ccccc1)N1CCC(C(=O)N(Cc2ccco2)Cc2cccs2)CC1	-16%	-11%	?	-6%	?	26%	4%	1%	-13%

Only part of the results is shown; rates above refer to the full screens.
